# M18AAP inhibitor: PfM18AAP inhibitors, malaria aminopeptidase, primary screen, biochemical, QFRET, recombinant enzyme; H-Glu-NHMec fluorogenic cleavage; inhibition, % at 7.35 µM; actives 1.2% (n = 290,000); AID 1822, 2009;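 active means inhibition above the campaign mean inhibition over all tested compounds plus 3 SD, cut at about 28% in these data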;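 further: 0% = plate median of test compound wells and 100% = 2 mM ZnCl2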
# MEKK2 mut-MEK5: MEK5 binding signal on mutant MEKK2 PB1, primary screen, biochemical, multiplex bead flow cytometry, Alexa488-MEK5. Alexa488-MEK5 binding to MEKK2 mutant. percent response, % at 10 µM. actives 0.35% (n = 290,000). AID 1530, 2009; in the data active means percent response above about 24%, passing the limit was not always enough; further: inactives centre near 1; some results filed as inactive read as strong as hits
# MEKK2wt PB1 HTS: modulators of MEK5 binding to wildtype MEKK2, primary screen, biochemical, multiplex bead flow cytometry, Alexa488-MEK5 | Mitogen-activated protein kinase kinase kinase 2 (Homo sapiens), Q9Y2U5 | actives 1.1% (n = 290,000) | Alexa488-MEK5 binding to MEKK2 WT; actives lie on both sides | binding response (% of control), % at 10 µM; in the data active means binding response below about 67% or above about 130%
# NALP1 yeast inh: NALP1 inflammasome inhibitors in reconstituted yeast, colorimetric, S. cerevisiae, triplicate retest | S. cerevisiae NALP1/ASC/caspase-1 growth, X-gal OD620, 72 h | inhibition, % at 10 µM | actives 0.61% (n = 280,000); in the data active means inhibition mostly above about 24%, no sharp cut-off; inactive means mostly below about 32%; further: some compounds called inactive have numbers as strong as hits
# OXTR potentiate: human OXTR potentiators, primary screen, fluorescence, CHO-OTR cells, Fluo-8 calcium. Oxytocin receptor (Homo sapiens), P30559. Fluo-8 calcium fluorescence, potentiator mode; 0% = oxytocin EC15, 100% = EC100. activation, % at 3 µM. actives 0.061% (n = 320,000);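 active means activation above that plate's cutoff, the mean activation of tested compounds plus 3 SD, cut at about 6.6% in these data, passing the limit was not always enough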;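 further: 100% uses oxytocin at 75 nM as the full agonist control; some results filed as inactive read as strong as hits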
# Target sequence (P30559 whole entry, looked up): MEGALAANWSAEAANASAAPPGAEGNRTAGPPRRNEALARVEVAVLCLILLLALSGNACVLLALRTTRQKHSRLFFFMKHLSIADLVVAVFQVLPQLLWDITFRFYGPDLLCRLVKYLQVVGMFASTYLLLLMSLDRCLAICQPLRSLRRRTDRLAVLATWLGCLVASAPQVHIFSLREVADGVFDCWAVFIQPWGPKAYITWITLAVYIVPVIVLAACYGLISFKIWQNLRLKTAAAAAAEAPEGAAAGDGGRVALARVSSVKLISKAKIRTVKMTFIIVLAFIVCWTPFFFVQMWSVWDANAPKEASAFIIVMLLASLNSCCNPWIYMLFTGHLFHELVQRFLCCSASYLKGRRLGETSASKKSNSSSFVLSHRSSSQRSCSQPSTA
#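 Assay system: CHO cell line stably expressing human OTR. Reagent: EC15 oxytocin agonist. Dosing: single dose, 3.0 µM nominal final compound concentration. Timing: compound 6 min at room temperature before oxytocin, 100 s read. Signal: kinetic Fluo-8 calcium fluorescence. Controls: oxytocin EC15 low and EC100 high.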
# OXTR agonist: human OXTR agonists, primary screen, fluorescence, CHO-OTR cells, Fluo-8 calcium; Oxytocin receptor (Homo sapiens), P30559; Fluo-8 calcium fluorescence; normalized: DMSO 0%, oxytocin 100%; activation, % at 3 µM; actives 0.32% (n = 320,000); AID 2435, 2010;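 active means activation above the mean of all tested compounds plus 3 SD, cutoff set per screening run, cut at about 20% in these data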;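 further: peak over basal fluorescence ratio from a 100 s FLIPR kinetic read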
# GalR3 antag: GalR3 antagonists in HEK293 cells, primary screen, cell-based, fluorescence readout; inhibition, % at 3 µM; AID 651719, 2012; HEK293 GalR3-CNG cAMP membrane potential fluorescence; galR3 body fused to GalR1 C-terminus; Galanin receptor type 3 (Homo sapiens), O60755; actives 0.44% (n = 360,000);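 active means inhibition above the screen-wide average plus 3 SD, cut at about 13% in these data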;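 further: forskolin and galanin both at EC90 stimulate the cells; cAMP rise reported by CNG channel membrane potential dye signal; 0% = forskolin plus galanin with DMSO and 100% = forskolin alone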
# V1R ag counter: agonists of human V1a receptor, primary screen, counter-screen for OXTR agonist project, fluorescence, CHO-V1R cells; Vasopressin V1a receptor (Homo sapiens), P37288; Fluo-8 calcium fluorescence, agonist mode; 0% DMSO, 100% 3 nM vasopressin; activation, % at 3 µM; actives 0.25% (n = 320,000); AID 2797, 2010;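 active means activation above the mean activation of all tested compounds plus 3 SD, per screening run, cut at about 20% in these data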;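 further: signal is peak over basal fluorescence ratio across a 100 second FLIPR read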
# Target sequence (P37288 whole entry, looked up): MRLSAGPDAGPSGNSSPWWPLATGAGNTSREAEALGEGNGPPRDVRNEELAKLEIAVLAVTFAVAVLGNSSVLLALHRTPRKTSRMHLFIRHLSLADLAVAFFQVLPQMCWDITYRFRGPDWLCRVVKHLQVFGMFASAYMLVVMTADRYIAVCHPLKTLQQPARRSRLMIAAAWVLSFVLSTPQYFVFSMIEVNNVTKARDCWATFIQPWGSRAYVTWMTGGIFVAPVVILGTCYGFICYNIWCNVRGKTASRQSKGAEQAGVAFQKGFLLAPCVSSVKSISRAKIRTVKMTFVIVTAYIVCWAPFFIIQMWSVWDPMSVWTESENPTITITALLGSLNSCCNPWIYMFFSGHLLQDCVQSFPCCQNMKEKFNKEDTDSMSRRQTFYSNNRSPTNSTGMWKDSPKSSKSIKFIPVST
# GPR7 antag: GPR7 receptor antagonists, primary screen, cell-based, fluorescence, single concentration | GPR7-expressing cells, fluorescence antagonist assay | inhibition, % at 4.4 µM | actives 1.1% (n = 290,000); in the data active means inhibition above about 16%, passing the limit was not always enough;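 further: cells stimulated with the agonist NPW; 0% = agonist with vehicle and 100% = vehicle without agonist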
# * marks the source's active call; other numbers are inactive results; · = no result given; & = joins results of further samples; [ ] = dose if it differs, or a comment.
compound,MEKK2 mut-MEK5,GPR7 antag,V1R ag counter,NALP1 yeast inh,MEKK2wt PB1 HTS,OXTR agonist,GalR3 antag,M18AAP inhibitor,OXTR potentiate
COc1ccc(OC)c(/C=C2\SC(=S)N(C(C(=O)O)c3ccccc3)C2=O)c1 (configuration not stated),-14,7,5.8,-8,84,1.1,1,24,-6
COCCNC(=O)C(c1ccc(C)cc1)N(CCOC)C(=O)CCC(=O)Nc1ccccn1 (configuration not stated),3,-6,0.0,-16,98,0.0,-3,1,0
N#CC1=C(N)Oc2n[nH]c(-c3ccccc3)c2C1c1cccnc1 (configuration not stated),-4,0,-0.7,8,96,-0.2,-2,4,-3
Cc1nc2c(cc1C(=O)N/N=C/c1ccc([N+](=O)[O-])cc1)c(=O)n(C)c(=O)n2C,1,0,-0.4,27,108,-0.7,0,-3,-4
CC(C)C(=O)Nc1ncc(Cc2ccccc2Cl)s1,-9,12,-0.6,6,92,-2.6,1,0,-14
Cc1cc(SCC(=O)c2ccc(Cl)cc2)nc(=O)[nH]1,4,-4,1.7,-8,100,0.4,-7,8,12*
CN(C)CCCNC(NC(=O)c1cccs1)C(Cl)(Cl)Cl (configuration not stated),-1,-12,0.4,21,97,0.3,-10,-5,-6
CCOC(=O)c1c(C)[nH]c(C(=O)COC(=O)/C=C/c2ccc(OCC#N)c(OC)c2)c1C,-7,-1,-0.6,10,94,0.6,-2,-4,-5
COc1ccc2c(=O)cc(CO)oc2c1,·,·,-0.5,·,·,1.1,-5,·,-1
O=C(c1c(F)cccc1F)N1CCC(O)(c2cccnc2)CC1,3,5,2.7,-1,106,-0.4,-5,-3,-11
Cc1n[nH]c(=S)c2nn(-c3ccccc3F)c(C)c12,·,-7,·,-26,·,·,-4,3,·
C/C=N/NC(=O)CCCC(=O)N/N=C/C,-10,-11,0.8,5,88,-0.9,-3,-17,-5
C[C@@H](NC(=O)c1coc(=O)c(Br)c1)c1ccccc1,-3,-14,0.6,8,100,0.4,5,-5,3
Cc1nnc(C)n1N,-4,-17,-0.8,-46,-3.0*[inhibitor],1.2,1,1,-9
O=C1C=C(Nc2ccc(F)cc2)c2ccccc2C1=O,·,·,0.0,·,·,0.3,-4,·,-4
CCOC(=O)c1ccc(COC(=O)CCc2nc3ccccc3[nH]c2=O)o1,-1,2,-0.5,-1,99,-0.9,-7,1,-6
O=C(OCc1cc2ccccc2[nH]c1=O)C1CCCCC1,4,5,-0.6,-3,100,-1.8,0,-5,-8
COC(=O)c1ccc(NC(=O)C(=O)N2CCN(C(=S)NCCc3ccccc3)CC2)cc1,-2,22*,2.7,16,97,5.0,-3,-9,-11
CSc1ccc(CN2CCC(CO)(Cc3ccc(Cl)cc3)CC2)cc1,19,30*,17,28*,140*,14,2,7,-5
CCN(Cc1ccccc1)C(=O)/C=C/c1ccccc1[N+](=O)[O-],-12,-8,·,-19,83,·,-5,-5,·
Cc1cc(C)nc(NS(=O)(=O)c2ccc(N3C(=O)C4CC=C(Cl)CC4C3=O)cc2)n1 (configuration not stated),3,5,0.1,-7,104,-0.3,-2,7,-7
COc1ccc(C2=NNC(c3ccco3)=Nc3ccc(F)cc32)cc1,1,3,-0.6,10,106,-1.8,-5,-12,-5
NNC(=O)/C(=C\c1ccc(Br)cc1)NC(=O)c1cccs1,-2,-4,0.4,3,95,-0.8,-4,-3,-20
COc1cc(OC)c(NC(=O)c2sc3ncn(CC(=O)N4CCN(c5ccccn5)CC4)c(=O)c3c2C)cc1Cl,5,4,0.7,30,97,0.3,1,-3,-6
CCOC(=O)c1ccccc1NC(=O)CC1SC(=NC)N(C)C1=O (configuration not stated),·,-5,0.5,6,·,-0.4,-1,-5,-24
COc1ccccc1N1CCN(C(=O)c2cc3cc(Br)ccc3oc2=O)CC1,7,-11,-0.2,-4,113,-0.7,·,4,-1
Cc1ccccc1-c1nnc(SCC(=O)N(C)C2CCS(=O)(=O)C2)n1C (configuration not stated),·,·,0.3,·,·,0.1,-2,·,-2
CCOC(=O)N1CCC(NC(=O)c2ccc(CNS(=O)(=O)c3ccc(F)cc3)cc2)CC1,0,-6,2.3,6,102,1.9,·,-2,-2
Cc1ccc(/C=C2\OC(=O)c3ccccc32)cc1,2,3,-0.6,5,99,-1.2,-5,-9,-6
Cc1cc(=O)oc2cc(OC(C)C(=O)NCc3ccccn3)ccc12 (configuration not stated),4,-2,1.2,-20,94,1.2,-1,-5,-7
N#Cc1ncccc1CCc1cccc(Cl)c1,·,·,-0.4,·,·,-3.2,1,·,-5
O=C(Nc1cccc2ccccc12)c1ccc(Br)o1,·,5,·,-2,·,·,-1,-5,·
COc1ccc(OC)c(NC(=O)CSc2nncc3ccccc23)c1,-6,12,1.4,15,95,1.8,-3,-3,-6
O=S(=O)(Nc1cccc(-n2cnnn2)c1)c1cc(Br)ccc1Br,0,-4,0.2,-1,99,0.3,1,1,-22
CCOC(=O)N1CCN(c2cc(=O)n(-c3ccc(C)cc3)c(=O)[nH]2)CC1,2,-2,-0.3,-16,95,0.3,·,2,-6
O=C(COC(=O)CCC(=O)c1cccs1)NCCc1ccccc1,·,·,-0.5,·,·,-0.2,0,·,2

# Reformatted field by field: 4 of the compounds above.
> O=C(Nc1cccc2ccccc12)c1ccc(Br)o1
  MEKK2 mut-MEK5 = ·
  GPR7 antag = 5
  V1R ag counter = ·
  NALP1 yeast inh = -2
  MEKK2wt PB1 HTS = ·
  OXTR agonist = ·
  GalR3 antag = -1
  M18AAP inhibitor = -5
  OXTR potentiate = ·
> COc1ccc(OC)c(NC(=O)CSc2nncc3ccccc23)c1
  MEKK2 mut-MEK5 = -6
  GPR7 antag = 12
  V1R ag counter = 1.4
  NALP1 yeast inh = 15
  MEKK2wt PB1 HTS = 95
  OXTR agonist = 1.8
  GalR3 antag = -3
  M18AAP inhibitor = -3
  OXTR potentiate = -6
> O=S(=O)(Nc1cccc(-n2cnnn2)c1)c1cc(Br)ccc1Br
  MEKK2 mut-MEK5 = 0
  GPR7 antag = -4
  V1R ag counter = 0.2
  NALP1 yeast inh = -1
  MEKK2wt PB1 HTS = 99
  OXTR agonist = 0.3
  GalR3 antag = 1
  M18AAP inhibitor = 1
  OXTR potentiate = -22
> CCOC(=O)N1CCN(c2cc(=O)n(-c3ccc(C)cc3)c(=O)[nH]2)CC1
  MEKK2 mut-MEK5 = 2
  GPR7 antag = -2
  V1R ag counter = -0.3
  NALP1 yeast inh = -16
  MEKK2wt PB1 HTS = 95
  OXTR agonist = 0.3
  GalR3 antag = ·
  M18AAP inhibitor = 2
  OXTR potentiate = -6

# Remaining list, next part:
compound,MEKK2 mut-MEK5,GPR7 antag,V1R ag counter,NALP1 yeast inh,MEKK2wt PB1 HTS,OXTR agonist,GalR3 antag,M18AAP inhibitor,OXTR potentiate
Cc1cc(NS(=O)(=O)c2ccc(Nc3nc(-c4sc(C)nc4C)cs3)cc2)no1,-22,0,·,1,-2.0*[inhibitor],·,·,0,·
N[C@@H](Cc1ccccc1)c1nnc(SC/C=C/c2ccccc2)o1,0,2,3.5,·,100,3.4,-7,7,-13
O=C(NCCN1CCCCC1)Nc1cccc(Cl)c1Cl,16,-7,·,8,119,·,-12,-2,·
CCNC(=O)c1cnn(-c2ccccc2)c1-c1ccccc1,5,-4,1.1,-11,108,-0.5,-1,-6,-11
CC(=O)c1cc(-c2ccccc2)n(CC(=O)N2CCCC2)c1C,4,-9,0.3,-3,100,-0.6,-3,4,-10
CCOC(=O)/C(C#N)=C/c1c[nH]c2ccccc12,5&0,-7&1,-0.1,3&20,105&103,-1.4,-3,0&-1,-3
COc1ccc(CC(=O)Nc2oc(-c3ccccc3)c(-c3ccccc3)c2C#N)cc1OC,3,-12,-0.4,23,103,-0.7,-7,1,-3
CNC(=O)CN1C(=O)c2cccc3cccc1c23,4,-1,-0.7,21,100,0.0,3,-5,2
Cc1ccccc1NC(=S)NCCSc1ccc(Cl)cc1,1,-14,0.2,0,97,-1.6,-4,6,-23
CC(=O)OCC(=O)Nc1ccc(Cl)cc1Cl,4,4,-1.1,-12,96,-1.8,19*,1,-16
CN(C)c1ccnc(-n2cccc2/C=N/O)c1C#N,4,-9,2.2,-3,103,-0.4,-5,-1,-15
O=C(CSc1nnc(-c2cccc(S(=O)(=O)N3CCOCC3)c2)n1C1CCCCCC1)NCc1ccccc1,7,-11,0.4,-1,103,0.8,0,3,-3

# OXTR potentiate, entries above that show a hit
compound | MEKK2 mut-MEK5 | GPR7 antag | NALP1 yeast inh | MEKK2wt PB1 HTS | GalR3 antag | M18AAP inhibitor | OXTR potentiate
Cc1cc(SCC(=O)c2ccc(Cl)cc2)nc(=O)[nH]1 | 4 | -4 | -8 | 100 | -7 | 8 | 12*

# Following part:
compound,MEKK2 mut-MEK5,GPR7 antag,V1R ag counter,NALP1 yeast inh,MEKK2wt PB1 HTS,OXTR agonist,GalR3 antag,M18AAP inhibitor,OXTR potentiate
CC1CCCCN1Cc1ccc(-c2nn[nH]n2)cc1 (configuration not stated),-10,-14,0.9,34,94,2.1,-2,-1,-8
COc1cc(CCC(=O)OCC(N)=O)cc(OC)c1OC,0,-5,9.8,-9,101,0.2,-4,5,0
O=C(NCC(=O)N1CCN(c2ccccc2)CC1)c1cccs1,-3,4,0.3,-2,100,1.0,-1,-6,0
CSc1ccc(S(=O)(=O)NCCSc2ccccn2)cc1,8,1,2.5,6,107,1.8,-1,-6,-9
Cc1ccc(C(=O)N2CCCCCC2)cc1S(=O)(=O)Nc1ccccc1,1,1,·,4,103,·,-6,-2,·
COc1ccc(C2(O)CCN(C(=O)Cc3cccnc3)CC2)cc1,4,0,0.4,14,107,0.0,3,0,0
Cc1cccc(NC(=S)NC(=O)Cc2ccccc2)c1C,-1,24*,·,14,105,·,-10,6,·
Cc1ccc(C(=O)NC(=S)Nc2cc(-c3nc4ccccc4s3)ccc2C)cc1,·,-14,0.3,10,·,0.7,-1,4,-4
COc1ccccc1NC(=O)COC(=O)CNC(=O)c1ccc(OC)c(OC)c1,4,1,1.3,2,109,-1.1,3,-4,-12
CCN1CCN(C(=O)c2ccccc2N(Cc2ccccc2)S(=O)(=O)c2ccc(OC)cc2)CC1,0,3,1.0,3,101,-0.2,-6,-2,-6
CCc1ccc(/C=N/NC(=O)Cc2cccn2C)cc1,4,-4,-0.7,9,107,-1.5,0,-2,-10
COc1ccccc1-c1nnc(SC)n1C,-2,-8,0.0,3,86,-0.6,-7,-11,-4
O=C1CCC(=O)N1c1ccccc1-c1ccccc1,3,-5,0.7,-1,99,0.0,-3,-2,-2
CCC(C)N(C(=O)COc1ccccc1C(=O)NCc1ccccc1)C1CCS(=O)(=O)C1 (configuration not stated),7,-2,-0.7,-1,107,-1.6,-3,-6,-9

# High-throughput results (PubChem)
